TcdB GH inh: inhibitors of Clostridioides difficile toxin B glycohydrolase; P18177; TcdB glycohydrolase enzymatic assay, plate reader; 350,000 tested, 0.24% active; inhibition, % at 9.99 µM; in the data active = inhibition above about 10%
Target sequence (P18177 whole entry, looked up): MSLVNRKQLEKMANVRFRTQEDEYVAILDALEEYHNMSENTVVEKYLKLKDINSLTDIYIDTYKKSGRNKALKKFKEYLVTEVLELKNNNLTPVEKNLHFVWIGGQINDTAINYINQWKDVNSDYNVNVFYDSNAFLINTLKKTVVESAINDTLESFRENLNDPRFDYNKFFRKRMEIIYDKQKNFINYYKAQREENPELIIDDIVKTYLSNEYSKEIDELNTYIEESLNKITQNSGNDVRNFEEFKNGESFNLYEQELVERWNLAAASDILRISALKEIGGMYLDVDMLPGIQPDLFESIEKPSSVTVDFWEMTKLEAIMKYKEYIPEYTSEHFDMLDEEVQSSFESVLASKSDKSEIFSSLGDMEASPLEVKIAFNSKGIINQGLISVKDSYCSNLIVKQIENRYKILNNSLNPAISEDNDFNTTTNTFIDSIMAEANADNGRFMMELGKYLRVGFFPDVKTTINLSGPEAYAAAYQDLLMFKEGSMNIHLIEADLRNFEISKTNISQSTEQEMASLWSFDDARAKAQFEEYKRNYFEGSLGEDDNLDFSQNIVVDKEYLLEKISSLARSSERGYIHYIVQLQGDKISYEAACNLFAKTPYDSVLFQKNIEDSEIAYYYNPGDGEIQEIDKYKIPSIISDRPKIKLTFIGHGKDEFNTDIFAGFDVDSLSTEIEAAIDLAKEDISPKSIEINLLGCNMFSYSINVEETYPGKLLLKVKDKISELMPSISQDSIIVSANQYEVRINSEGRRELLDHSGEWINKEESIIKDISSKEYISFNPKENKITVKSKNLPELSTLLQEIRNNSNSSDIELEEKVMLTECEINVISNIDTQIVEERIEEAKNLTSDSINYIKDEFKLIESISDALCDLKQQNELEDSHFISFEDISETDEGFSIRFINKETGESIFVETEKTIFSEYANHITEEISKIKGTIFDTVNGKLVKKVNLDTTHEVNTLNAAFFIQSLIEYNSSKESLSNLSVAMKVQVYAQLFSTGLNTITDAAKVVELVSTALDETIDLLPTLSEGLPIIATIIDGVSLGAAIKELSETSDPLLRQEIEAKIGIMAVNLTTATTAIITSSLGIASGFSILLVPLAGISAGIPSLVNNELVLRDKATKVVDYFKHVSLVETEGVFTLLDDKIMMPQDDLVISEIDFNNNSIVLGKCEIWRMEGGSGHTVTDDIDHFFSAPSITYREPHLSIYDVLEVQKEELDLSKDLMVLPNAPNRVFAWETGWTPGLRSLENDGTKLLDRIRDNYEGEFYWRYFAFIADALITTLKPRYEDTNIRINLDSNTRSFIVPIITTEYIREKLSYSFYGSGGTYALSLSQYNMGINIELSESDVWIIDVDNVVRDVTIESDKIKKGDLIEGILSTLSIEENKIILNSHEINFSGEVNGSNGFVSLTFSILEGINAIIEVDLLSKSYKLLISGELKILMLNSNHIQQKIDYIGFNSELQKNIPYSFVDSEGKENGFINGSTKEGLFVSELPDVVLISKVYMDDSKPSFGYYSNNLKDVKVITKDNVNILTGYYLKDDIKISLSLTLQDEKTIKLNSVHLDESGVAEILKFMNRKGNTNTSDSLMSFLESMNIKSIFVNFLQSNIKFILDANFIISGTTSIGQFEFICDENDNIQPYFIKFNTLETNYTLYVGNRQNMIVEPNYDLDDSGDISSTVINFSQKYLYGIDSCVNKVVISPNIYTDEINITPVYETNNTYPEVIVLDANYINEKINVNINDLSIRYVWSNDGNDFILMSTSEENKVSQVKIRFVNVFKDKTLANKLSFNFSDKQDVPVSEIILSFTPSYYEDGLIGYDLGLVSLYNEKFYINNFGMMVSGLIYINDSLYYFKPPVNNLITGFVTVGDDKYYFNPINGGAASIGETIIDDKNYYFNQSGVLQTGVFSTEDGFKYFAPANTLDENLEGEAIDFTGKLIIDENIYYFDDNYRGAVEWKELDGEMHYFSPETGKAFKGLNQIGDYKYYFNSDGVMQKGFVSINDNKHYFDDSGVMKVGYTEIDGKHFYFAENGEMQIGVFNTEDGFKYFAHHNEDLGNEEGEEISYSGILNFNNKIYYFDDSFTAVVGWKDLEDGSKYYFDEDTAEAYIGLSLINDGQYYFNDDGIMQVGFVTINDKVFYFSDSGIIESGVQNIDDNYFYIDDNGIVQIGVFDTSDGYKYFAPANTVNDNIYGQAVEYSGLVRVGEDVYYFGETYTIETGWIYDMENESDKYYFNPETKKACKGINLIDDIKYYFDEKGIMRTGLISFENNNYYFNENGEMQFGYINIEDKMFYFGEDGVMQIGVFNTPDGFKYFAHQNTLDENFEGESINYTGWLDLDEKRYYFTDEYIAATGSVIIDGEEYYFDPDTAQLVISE
Numbers without * were called inactive; & = joins results of further samples.

Compound | TcdB GH inh
O=C(C[C@@H]1CC[C@@H]2[C@H](COC[C@H](O)CN2S(=O)(=O)c2ccccc2)O1)N[C@H]1CCN(Cc2ccccc2)C1 | -0.2
O=C(C[C@H]1C[C@H]2c3cc(NC(=O)C4CCC4)ccc3O[C@H]2[C@@H](CO)O1)NCCN1CCCCC1 | -0.7
CN1c2ccc(Br)cc2[C@@H]2[C@@H](CCN2C(=O)C2CCOCC2)[C@@H]1CO | -0.6
Cc1noc(C)c1NC(=O)N(C)C[C@@H]1OCCCC[C@H](C)Oc2ccc(NC(=O)C3CCCCC3)cc2C(=O)N([C@@H](C)CO)C[C@@H]1C | -0.1
CN(C)C(=O)[C@H]1[C@H](CO)[C@H]2Cn3c(ccc(-c4ccncc4)c3=O)[C@H]2N1Cc1ccccc1F | -1.0
C[C@@H]1CN([C@@H](C)CO)C(=O)c2cc(NC(=O)Nc3ccccc3)ccc2O[C@@H]1CN(C)C | 0.1
Cc1noc(C)c1NC(=O)N(C)C[C@H]1Oc2ccc(N(C)C)cc2C(=O)N([C@@H](C)CO)C[C@@H]1C | -1.9
CCC(=O)N[C@@H]1C=C[C@@H](CC(=O)NCc2ccccc2OC)O[C@H]1CO | -6.1
COc1ccc(NC(=O)Nc2ccc3c(c2)[C@H]2C[C@H](CC(=O)N4CCN(C)CC4)O[C@@H](CO)[C@H]2O3)cc1 | 0.0
C[C@@H]1CN([C@@H](C)CO)S(=O)(=O)c2ccc(C3=CCCC3)cc2O[C@H]1CN(C)CC1CCCC1 | 0.3
O=C(C[C@H]1C=C[C@@H](NC(=O)c2ccccc2)[C@H](CO)O1)NCc1ccncn1 | -0.5
CCCN(C)C[C@@H]1Oc2cc(/C=C/c3ccccc3)ccc2S(=O)(=O)N([C@@H](C)CO)C[C@H]1C | -0.1
CC(C)CC#Cc1ccc2c(c1)O[C@@H](CN(C)C(=O)c1cccnc1)[C@H](C)CN([C@H](C)CO)S2(=O)=O | 0.8
C[C@H](NC(=O)C[C@@H]1CC[C@H](NC(=O)CN2CCOCC2)[C@H](CO)O1)c1ccccc1 | -0.2
C[C@H]1CN([C@@H](C)CO)S(=O)(=O)c2ccc(-c3ccc(F)cc3)cc2O[C@@H]1CN(C)C(=O)c1ccccc1F | -0.2
O=C(c1cccnc1)N1CCCCN2[C@H](CO)[C@@H](c3ccc(C#Cc4ccccc4)cc3)[C@H]2C1 | 0.7
C[C@@H]1CN([C@@H](C)CO)C(=O)c2cc(NC(=O)CCCCCC(=O)Nc3ccccc3N)ccc2O[C@@H]1CN(C)C(=O)Nc1ccc2c(c1)OCO2 | -0.4
CN(C)C(=O)C[C@@H]1CC[C@H]2[C@@H](COc3ccc(NC(=O)c4ccc(F)cc4)cc3C(=O)N2C)O1 | -4.1
C[C@H](NC(=O)C[C@H]1C[C@H]2c3cc(N(C)C)ccc3O[C@H]2[C@@H](CO)O1)c1ccccc1 | -40
O=C(NCC[C@H]1CC[C@@H](NS(=O)(=O)c2cccc(F)c2)[C@H](CO)O1)C1CCCC1 | -0.4
C[C@@H]1CN([C@H](C)CO)C(=O)c2cc(NC(=O)Nc3ccc(C(F)(F)F)cc3)ccc2O[C@@H](C)CCCCO[C@H]1CN(C)Cc1ccc(Cl)c(Cl)c1 | 0.6
C[C@H](NC(=O)C[C@H]1C=C[C@H](NC(=O)CN2CCOCC2)[C@H](CO)O1)c1ccccc1 | 0.0
O=C(C[C@H]1CC[C@H]2[C@@H](COC[C@@H](O)CN2C(=O)Nc2ccc(Cl)c(Cl)c2)O1)NCc1ccc(Cl)cc1 | 0.1
CCCNC(=O)C[C@@H]1CC[C@@H]2[C@@H](COc3ccc(NC(=O)c4cccc(OC)c4)cc3C(=O)N2C)O1 | 0.3
O=C(Cc1ccccn1)N1CCCCN2[C@H](C1)[C@H](c1ccc(-c3ccc(F)cc3)cc1)[C@@H]2CO | -0.7
C[C@@H]1CCCCO[C@@H](CN(C)Cc2ccncc2)[C@H](C)CN([C@H](C)CO)C(=O)c2cc(NC(=O)CCC(F)(F)F)ccc2O1 | 0.9
O=C(C[C@H]1CC[C@H]2[C@@H](COC[C@@H](O)CN2C(=O)c2cnccn2)O1)NCc1ccc(F)cc1 | -0.8
C[C@@H]1CN([C@H](C)CO)C(=O)Cc2cc(NC(=O)c3ccncc3)ccc2O[C@H]1CN(C)C(=O)Nc1ccc(F)cc1 | 0.3
CN(C)CC#Cc1ccc([C@H]2[C@H](CO)N3CCCCN(C(=O)C4CCC4)C[C@@H]23)cc1 | -1.1
C[C@@H]1CN([C@H](C)CO)C(=O)c2cc(N(C)C)ccc2O[C@@H](C)CCCCO[C@@H]1CN(C)C(=O)Nc1cccc2ccccc12 | -18
O=C(N[C@H]1CC[C@@H](CC(=O)N2CCOCC2)O[C@@H]1CO)c1cccc(F)c1 | -0.7
C[C@@H](O)C#Cc1ccc2c(c1)O[C@H](CN(C)C(=O)C1CCCCC1)[C@@H](C)CN([C@@H](C)CO)S2(=O)=O | 1.2
CC(C)C#Cc1ccc([C@H]2[C@@H](CO)N3C(=O)CN(C(=O)NC4CCCCC4)C[C@@H]23)cc1 | 0.7
O=C(C[C@@H]1CC[C@H]2[C@@H](COC[C@@H](O)CN2C(=O)Nc2cccc(Cl)c2)O1)NCCCN1CCOCC1 | 0.0
O=C(CCN1CCCCC1)NCC[C@H]1CC[C@H](NS(=O)(=O)c2cccc(F)c2)[C@@H](CO)O1 | -0.7
C[C@H]1CN([C@@H](C)CO)C(=O)c2cc(C#CC3CCCC3)cnc2O[C@@H]1CN(C)Cc1ccncc1 | 1.1
COc1ccc(-c2cn(CC[C@H]3CC[C@H](NC(=O)CCN4CCCCC4)[C@H](CO)O3)nn2)cc1 | -0.2
O=C1CN(Cc2ccc(F)cc2)C[C@H]2[C@H](c3ccc(Br)cc3)[C@@H](CO)N12 | -0.6
CN1C(=O)c2cc(NC(=O)C3CCC3)ccc2OC[C@@H]2O[C@@H](CC(=O)NCc3ccccc3F)CC[C@H]21 | 0.3
CC(C)NC(=O)N(C)C[C@@H]1Oc2ccc(NS(=O)(=O)c3ccc(Cl)cc3)cc2C(=O)N([C@H](C)CO)C[C@H]1C | -0.2
CCCNC(=O)N1CC2(CCN(Cc3cccc(F)c3)CC2)c2c([nH]c3cc(OC)ccc23)[C@@H]1CO | 3.7
C[C@@H]1CN([C@@H](C)CO)C(=O)c2cc(NC(=O)CCCN(C)C)ccc2O[C@H]1CN(C)Cc1ccccc1 | -1.3
CNC[C@H]1Oc2ccc(NS(=O)(=O)c3c(C)noc3C)cc2C(=O)N([C@H](C)CO)C[C@@H]1C | 0.4
C[C@@H]1CN([C@@H](C)CO)S(=O)(=O)c2ccc(C#Cc3ccccc3)cc2O[C@@H]1CN(C)CC1CC1 | -1.6
O=C(CC(F)(F)F)N1C[C@H]2[C@@H](c3ccccc31)[C@H](CO)N2C(=O)C1CC1 | 0.0

5 entries already listed, ordered by molar mass, rising:
Compound | TcdB GH inh
C[C@@H]1CN([C@@H](C)CO)C(=O)c2cc(NC(=O)Nc3ccccc3)ccc2O[C@@H]1CN(C)C | 0.1
COc1ccc(-c2cn(CC[C@H]3CC[C@H](NC(=O)CCN4CCCCC4)[C@H](CO)O3)nn2)cc1 | -0.2
C[C@@H]1CN([C@@H](C)CO)S(=O)(=O)c2ccc(C3=CCCC3)cc2O[C@H]1CN(C)CC1CCCC1 | 0.3
C[C@@H]1CN([C@@H](C)CO)S(=O)(=O)c2ccc(C#Cc3ccccc3)cc2O[C@@H]1CN(C)CC1CC1 | -1.6
O=C(C[C@@H]1CC[C@H]2[C@@H](COC[C@@H](O)CN2C(=O)Nc2cccc(Cl)c2)O1)NCCCN1CCOCC1 | 0.0

3 compounds drawn at random from the list so far:
Compound | TcdB GH inh
O=C(CC(F)(F)F)N1C[C@H]2[C@@H](c3ccccc31)[C@H](CO)N2C(=O)C1CC1 | 0.0
C[C@@H]1CN([C@@H](C)CO)S(=O)(=O)c2ccc(C#Cc3ccccc3)cc2O[C@@H]1CN(C)CC1CC1 | -1.6
CN1C(=O)c2cc(NC(=O)C3CCC3)ccc2OC[C@@H]2O[C@@H](CC(=O)NCc3ccccc3F)CC[C@H]21 | 0.3

More compounds follow.
Compound | TcdB GH inh
Cc1ccc(S(=O)(=O)N[C@H]2C=C[C@H](CC(=O)N3CCC(Cc4ccccc4)CC3)O[C@H]2CO)cc1 | 1.2
CNC[C@H]1Oc2c(NS(=O)(=O)c3cn(C)cn3)cccc2C(=O)N([C@H](C)CO)C[C@H]1C | 0.4
CO[C@@H]1CN(C)C(=O)c2cc(NC(=O)NC3CCCCC3)ccc2OC[C@H](C)N(C(C)=O)C[C@@H]1C | 0.0
C[C@@H]1CN([C@@H](C)CO)C(=O)c2cc(C3=CCCCC3)cnc2O[C@@H]1CN(C)C(=O)c1ccccn1 | -0.5
CC(C)NC(=O)Nc1ccc2c(c1)C(=O)N([C@@H](C)CO)C[C@H](C)[C@H](CN(C)C(=O)Nc1ccc3c(c1)OCO3)O2 | 2.1
CN1C(=O)c2cc(NC(=O)C3CCCC3)ccc2OC[C@@H]2O[C@H](CC(=O)O)CC[C@@H]21 | 0.5
Cc1ccc(S(=O)(=O)Nc2ccc3c(c2)C(=O)N([C@@H](C)CO)C[C@@H](C)[C@@H](CN(C)C(=O)CCC(F)(F)F)OCCCC[C@@H](C)O3)cc1 | 0.2
CN1C(=O)c2cc(NC(=O)C3CCOCC3)ccc2OC[C@H]2O[C@H](CC(=O)NCc3ccccc3F)CC[C@H]21 | -0.6
COc1ccc2c3c([nH]c2c1)[C@@H](CO)N(C(=O)C1CCOCC1)CC31CCN(C(=O)NC(C)C)CC1 | -0.1
O=C([C@@H]1[C@@H](CO)[C@@H]2Cn3c(ccc(C4=CCCC4)c3=O)[C@@H]2N1Cc1nccs1)N1CCOCC1 | -8.1
CO[C@@H]1CN(C)C(=O)c2cc(NC(=O)C3CC3)ccc2OC[C@H](C)N(CC2CCCC2)C[C@H]1C | 0.3
CN1C(=O)c2cc(NC(=O)C3CCOCC3)ccc2OC[C@@H]2O[C@H](CC(=O)NCc3ccc4c(c3)OCO4)CC[C@@H]21 | 0.0
N#C[C@@H]1[C@H](c2ccccc2C2=CCCCC2)[C@H](CO)N1C(=O)c1cccc(F)c1 | -0.2
C[C@H](CO)N1C[C@H](C)[C@@H](CN(C)Cc2ccc(C(F)(F)F)cc2)Oc2ccc(NC(=O)c3ccncc3)cc2CC1=O | -1.2
N#Cc1ccc(-c2ccc3c(c2)[C@@H]2[C@@H](CCN2C(=O)c2ccccc2F)[C@@H](CO)N3)cc1 | 0.2
O=C(NCC[C@H]1CC[C@H](NS(=O)(=O)c2cccc(F)c2)[C@H](CO)O1)Nc1cc(F)ccc1F | -7.7
Cc1noc(C)c1NC(=O)Nc1ccc2c(c1)C(=O)N([C@H](C)CO)C[C@H](C)[C@H](CN(C)C(=O)Nc1c(C)noc1C)OCCCC[C@@H](C)O2 | -0.1
Cc1noc(C)c1S(=O)(=O)N(C)C[C@@H]1OCc2ccccc2-c2ccccc2C(=O)N([C@@H](C)CO)C[C@H]1C | -1.3
C[C@@H]1CN([C@H](C)CO)C(=O)Cc2cc(NC(=O)Nc3ccc(C(F)(F)F)cc3)ccc2O[C@@H]1CN(C)Cc1ccc(Cl)c(Cl)c1 | -0.3
C[C@@H]1CN([C@H](C)CO)C(=O)c2cc(NC(=O)Nc3ccc(C(F)(F)F)cc3)ccc2O[C@@H]1CN(C)C(=O)Nc1ccc2c(c1)OCO2 | -0.4
C[C@@H]1CCCCO[C@H](CN(C)C(=O)CCC(F)(F)F)[C@H](C)CN([C@H](C)CO)C(=O)c2cc(NS(=O)(=O)c3cn(C)cn3)ccc2O1 | 0.3
O=C(N[C@H]1CC[C@@H](CC(=O)N2CCc3ccccc3C2)O[C@@H]1CO)C1CCC1 | -0.5
O=C1O[C@H](c2ccccc2)[C@H](c2ccccc2)N2[C@H]1[C@@H](C(=O)N1CCCCCCC1)[C@]1(C(=O)Nc3ccc(C#CC4(O)CCCCCC4)cc31)[C@H]2c1ccc(OCCO)cc1 | -8.4
COc1ccc(NC(=O)N2C[C@H](O)COC[C@H]3O[C@H](CC(=O)NCc4ccccc4OC)CC[C@@H]32)cc1 | 0.6
CN(C)CC(=O)N[C@@H]1CC[C@@H](CCNC(=O)Nc2ccc(F)cc2)O[C@H]1CO | 0.7
Cc1ccccc1-c1ccc(C2[C@@H]3CN(C(=O)C4CCCCC4)C[C@H]2N3)cc1 (some centres undefined) | 0.9&-3.9
CC(=O)N1CCCCN2[C@H](CO)[C@H](c3ccc(-c4cccc(C)c4)cc3)[C@@H]2C1 | -2.0
C[C@@H]1CCCCO[C@@H](CN(C)Cc2ccc(C(=O)O)cc2)[C@@H](C)CN([C@H](C)CO)C(=O)c2cc(NC(=O)CCCN(C)C)ccc2O1 | -0.4
C[C@H](CO)N1C[C@H](C)[C@H](CN(C)Cc2ccc(C(=O)Nc3ccccc3N)cc2)Oc2ccc(NC(=O)Nc3ccc(C(F)(F)F)cc3)cc2C1=O | 0.1
C[C@H]1CN([C@@H](C)CO)C(=O)Cc2cc(NC(=O)CCN3CCOCC3)ccc2O[C@@H]1CN(C)CC1CC1 | 0.3
C[C@@H]1CN([C@H](C)CO)C(=O)Cc2cc(NC(=O)C3CC3)ccc2O[C@H]1CN(C)C(=O)Nc1cccc2ccccc12 | -1.0
COc1ccc(S(=O)(=O)N(C)C[C@@H]2Oc3ccc(NC(=O)CCN4CCOCC4)cc3CC(=O)N([C@H](C)CO)C[C@H]2C)cc1 | -0.1
COCC#Cc1ccc2c(c1)O[C@@H](CN(C)S(=O)(=O)c1ccc(C)cc1)[C@H](C)CN([C@@H](C)CO)S2(=O)=O | -1.8
C[C@@H]1CCCCO[C@@H](CN(C)CC2CCCCC2)[C@@H](C)CN([C@@H](C)CO)C(=O)c2cc(N(C)C)ccc2O1 | -26
COc1ccc(S(=O)(=O)N(C)C[C@H]2Oc3c(NS(C)(=O)=O)cccc3C(=O)N([C@H](C)CO)C[C@@H]2C)cc1 | -0.6

The list is partial; rates above refer to the full screens.
